# ALOX15B inhib: inhibitors of human 15-lipoxygenase 2 (ALOX15B) | purified 15hLO-2, xylenol orange hydroperoxide absorbance | 110,000 compounds, 0.56% hits | AID 881 | O15296 | Potency, µM (highest dose often 57.1 µM), for the others: at the highest dose activity change, negative = inhibition, hits mostly inhibitors; also: potency is read from the fitted curve at half-maximal effect; nearly all actives have a fitted effect of over 60% in size; many of its hits are not listed in these tables
#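 Read-out: hydroperoxide product oxidises ferrous iron, measured as xylenol orange complex via the 573-to-405 nm absorbance ratio after 30 min. Reaction: 50 nM enzyme, 15 min compound preincubation, 45 uM arachidonic acid, 90 min RT, Hepes pH 7.5 with Triton X-100.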
# IMPase inh: cell-permeable inhibitors of inositol monophosphatase (IMPase). P97697. CHO-M1 cells, IP1 accumulation, HTRF TR-FRET ratio. inhibition (IP1 accumulation), % at 46.1 µM. 120,000 tested, under 10 active. AID 901; active = well fitted curve in the direction sought with a large enough effect in the signal ratio, not every such curve was filed as active; inconclusive = small, poorly fitted or top-dose-only effect, or a change in a side signal; inactive = no such curve, though single readings can be large or run the other way; the % refers to the signal ratio;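 also: cells stimulated with carbachol in lithium chloride buffer; plate controls were DMSO basal wells for no effect and reference inhibitor wells for full effect; higher means more IMPase inhibition seen as more IP1 and lower FRET ratio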
# Target sequence (P97697 whole entry, looked up): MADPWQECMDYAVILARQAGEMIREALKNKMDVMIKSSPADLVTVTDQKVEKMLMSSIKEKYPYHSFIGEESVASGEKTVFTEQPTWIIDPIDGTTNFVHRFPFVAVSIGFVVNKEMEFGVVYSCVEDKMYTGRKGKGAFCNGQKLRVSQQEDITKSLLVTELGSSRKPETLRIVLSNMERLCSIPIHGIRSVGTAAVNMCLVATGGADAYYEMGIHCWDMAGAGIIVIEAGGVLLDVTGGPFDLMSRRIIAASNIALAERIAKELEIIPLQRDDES
#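 The IP-One HTRF competitive assay in carbachol-stimulated CHO-M1 cells quantifies cellular IP1. Compounds spanned up to 46 uM final, and activity is expressed as AC50 from concentration-response fits of the ratio and donor data.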
# PNC inhibitor: perinucleolar compartment assembly inhibition; PC3M PTB-GFP, PNC prevalence imaging, 16 h; stronger effect = lower value; activity change (PNC), negative = inhibition, % at 10 µM; 140,000 compounds, 3.1% hits; AID 2417;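 active = readout at or below -70, meaning at least 70% loss of cells showing the perinucleolar compartment, a nuclear body marking cancer cells; inconclusive = readout between -30 and a set limit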;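 also: plate controls were DMSO wells for no effect and camptothecin positive control wells for full effect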
#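 PC3M cells stably expressing PTB-GFP, 750–1000 cells/well, treated 16 h at 37 °C with compound (23 nl of library stock), in duplicate. After paraformaldehyde fixation and Hoechst stain, imaged at 20x; PNC prevalence scored by image analysis.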
# 12-hLO inh: blocks human 12-lipoxygenase activity; P18054; purified 12-hLO, xylenol orange hydroperoxide absorbance; Potency, µM (highest dose often 57.1 µM), without a hit: at the top dose activity change, negative = inhibition, actives largely listed as inhibitors; 150,000 compounds, 0.12% hits; also: potency is read from the fitted curve at half-maximal effect; nearly all actives have a fitted effect of over 55% in size; many of its hits are not listed in these tables
# Target sequence (P18054 whole entry, looked up): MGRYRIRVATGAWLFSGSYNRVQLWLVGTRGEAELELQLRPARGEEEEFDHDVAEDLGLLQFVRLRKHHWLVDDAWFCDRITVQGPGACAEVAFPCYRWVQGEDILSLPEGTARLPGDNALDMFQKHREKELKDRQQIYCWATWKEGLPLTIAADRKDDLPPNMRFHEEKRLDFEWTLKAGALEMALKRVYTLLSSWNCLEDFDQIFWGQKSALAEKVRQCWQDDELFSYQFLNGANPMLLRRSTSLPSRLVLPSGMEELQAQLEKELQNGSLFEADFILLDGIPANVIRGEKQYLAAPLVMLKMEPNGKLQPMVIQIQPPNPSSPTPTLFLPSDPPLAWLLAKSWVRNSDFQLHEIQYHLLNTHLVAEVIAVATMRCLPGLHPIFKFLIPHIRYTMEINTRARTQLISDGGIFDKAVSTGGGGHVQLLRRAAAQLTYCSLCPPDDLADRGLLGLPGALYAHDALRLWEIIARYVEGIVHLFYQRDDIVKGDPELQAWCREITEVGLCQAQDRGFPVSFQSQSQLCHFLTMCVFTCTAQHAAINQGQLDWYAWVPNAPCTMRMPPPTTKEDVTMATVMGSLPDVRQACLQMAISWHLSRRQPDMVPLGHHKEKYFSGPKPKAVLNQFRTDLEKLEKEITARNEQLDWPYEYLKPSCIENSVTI
#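 Xylenol orange chromogenic assay: hydroperoxide from 12hLO oxidises Fe(II), giving red-shifted Fe(III)-XO absorbance. Conditions: 150 nM enzyme, 40 uM arachidonic acid, 25 mM Hepes pH 7.0, 0.01% Triton X-100, 30 min, room temperature.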
# Numbers without * were called inactive; ? = inconclusive; . = no result given; & = joins results of further samples; [ ] = dose if it differs, or a comment. Unless noted, calls follow the shape of the dose curve; as a rule, active = well fitted curve in the direction sought with a large enough effect; inconclusive = small, poorly fitted or top-dose-only effect, or another doubt; inactive = no such curve, though single readings can be large; an effect the other way counts as inactive or inconclusive. Unless noted, % is scaled to controls: 0 for no effect and ±100 for the full control effect. Some of the compounds tested (hit frequency here may not be typical).
ALOX15B inhib,IMPase inh,PNC inhibitor,12-hLO inh,molecule
.,11,21,5%,Cc1cccc(C)c1NC(=O)COC(=O)COc1ccc2c(C)cc(=O)oc2c1
0%,-21,30,-5%,O=c1sc2ccccc2n1CCCOc1ccccc1
0%,-14,1,-8%,Cn1c2c(c3ccccc31)CC/C2=N\O
11%,.,.,3%,O=C(c1csnn1)N1CCC[C@@]2(CCN(Cc3ccccc3)C2)C1
7%,0,15,5%,CCCCn1nnnc1SCC(=O)Nc1cccc(C)n1
.,.,-19,18%,CCNC(=S)N(Cc1cc2cc(C)ccc2[nH]c1=O)C1CCCC1
.,.,2,0%,COC(=O)c1sc2nc(N)c(C#N)cc2c1N
-7%,-1,?,4%,CCCc1cc(C(=O)Nc2cccc(C(C)=O)c2)no1
8%&-10%,?,8,-1%&1%&-5%,NCCCS(=O)(=O)O
.,8,-19,4%,Cc1sc2nc(SCC(N)=O)n(C)c(=O)c2c1C
-4%,-9,-11,0%,CCSC1(SCC)N=C(N)C2(C#N)C(c3ccccc3)NC(C)=CC12C#N (stereo not drawn)
-3%,-7,-28,2%,CCOCC(=O)Nc1ccc(S(=O)(=O)N2CCOCC2)cc1
?,-2,16,?,Cc1ccc(SCCNC(=S)Nc2ccccc2)cc1
2%,-7,?,-4%,O=C(c1ccc(=O)n(Cc2ccc(Cl)c(Cl)c2)c1)N1CCOCC1
4%,5,43,-1%,Cc1cc(=O)n2[nH]c(-c3ccccc3)cc2n1
0%,1,?,0%,Cc1cc(NS(=O)(=O)Cc2ccccc2)no1
0%,4,1,5%,O=C(CSc1ncccc1C(=O)O)NCc1ccc(F)cc1
.,.,-5,-1%,Cc1cccc(NC(=S)NNC(=O)c2ccccc2Br)c1
11%,6,.,-1%,CN(C)c1nc(N)c(C(=O)N=C(N)N)nc1Cl
0%,5,-26,1%,CCOc1ccc(CCNS(=O)(=O)c2cccc3nsnc23)cc1OCC
-3%,-2,16,2%,O=C(CCC1=NS(=O)(=O)c2ccccc2N1)NC1CCCCCCC1
2%,1,15,-3%,O=C(CNC(=O)c1ccccn1)N/N=C/c1ccccc1
.,.,40,-2%,Cc1cc(C)cc(NC(=S)NCCCO)c1
1%,-3,22,-1%,CCOC(=O)c1cccc(NC(=O)c2cccnc2)c1
10µM*,11,?,?,O=c1[nH]c2ccccc2n2c(-c3ccccc3)nnc12
.,.,?,-6%,O=C(Nc1cccc(S(=O)(=O)N2CCCCCC2)c1)c1ccc2c(c1)OCO2
.,-7,38,-9%,Fc1cccc(-c2cc3nc(-c4ccccc4)cc(N4CCC5(CC4)OCCO5)n3n2)c1
-3%,0,0,-3%,Cc1c(NC(=O)C(C)N2CC(C)OC(C)C2)c(=O)n(-c2ccccc2)n1C (stereo not drawn)
-3%,8,79,0%,CC1=CC(=NOC(=O)/C=C/c2ccccc2)C=C(C)C1=O
.,.,-17,-1%,C=CCn1c(=NC(=O)c2ccc(S(=O)(=O)N3CCc4ccccc4C3)cc2)sc2cc(S(N)(=O)=O)ccc21
.,.,-17,-1%,O=C(NC(=S)N1CCN(Cc2ccccc2)CC1)c1ccccc1
.,.,8,-1%,Cc1ccc(C2=NN(Cc3nnc(-c4ccccc4)o3)C(=O)SC2)cc1
.,.,19,1%,COc1ccccc1NC(=O)C(=N\O)/C(C)=N/O
-16%[0.0915 µM],.,.,-17%[0.00818 µM],Cc1cccc(C2=NN(c3ccccc3)[C@H](CO)[C@H]2c2ccc(F)cc2)c1
-4%,1,5,-1%,CC(C)Cn1c(CN2C(=O)c3ccccc3C2=O)nc2ccccc2c1=O
?,-7,23,-18%,NC(=O)SCC(=O)Nc1ccc(Cl)c(Cl)c1
.,16,19,-7%,S=c1[nH]nc(-c2ccccc2)n1/N=C/C=C/c1ccco1
8%,16,?,5%,CN1CCN(/C=N/c2c(C#N)cnn2Cc2ccccc2)CC1
5%,4,?,-27%,CCN(CC)CCn1c(=S)[nH]c2ccc(Cl)cc2c1=O
6%[11.4 µM],0[1.84 µM],?,-4%,O=C(CSc1ccc(-c2nc3ccccc3[nH]2)cn1)Nc1ccc2c(c1)OCCO2
.,2,?,-2%,O=C(CSc1nnc(CCc2ccccc2)n1-c1ccc(Cl)cc1)c1ccccc1
.,6,-8,1%,c1ccc2oc(Cc3ccc(Cc4nc5ccccc5o4)cc3)nc2c1
.,.,-11,3%,COc1ccc(C(=O)N/N=C/c2ccc(OC)c(OS(=O)(=O)c3ccccc3)c2)cc1
3%,10,10,7%,CCCCCn1c(SCC2CCCO2)nc2cc(C(=O)N3CCC(C(N)=O)CC3)ccc2c1=O (stereo not drawn)
.,.,?,6%,CSc1sccc1/C=N/NC(=O)c1ccncc1
.,.,9,-3%,O=C(COc1cccc2ccccc12)NNC(=O)CSCCO
.,8,-7,-2%,O=[N+]([O-])c1ccccc1/C=N/Nc1nccnc1Cl
.,11&3,2,1%,CCc1ccc(Nc2nc(N)nc(CSc3nc4ccccc4s3)n2)cc1
.,10,-92*,4%,Cn1cnnc1Sc1nc2c(c(=O)n(C)c(=O)n2C)n1Cc1ccccc1Cl
6%[25.6 µM],1[20.6 µM],.,-3%[25.6 µM],C[C@@H]1C[C@H]2[C@H]3C[C@@H](F)C4=CC(=O)C=C[C@]4(C)[C@@]3(Cl)[C@@H](O)C[C@@]2(C)[C@@H]1C(=O)COC(=O)C(C)(C)C

# (continued)
ALOX15B inhib,IMPase inh,PNC inhibitor,12-hLO inh,molecule
-9%,0,-11,-11%,CCOc1ccccc1NC(=S)N1CCC(NC(=O)NC23CC4CC(CC(C4)C2)C3)CC1
.,10,-11,-19%,N#C/C(=C\c1cccnc1)C(=O)Nc1cccc2ccccc12
.,.,-17,-5%,O=S(=O)(NC1CCCCC1Nc1ccc(Cl)cc1)c1ccccc1 (stereo not drawn)
-13%[0.0915 µM],.,.,-2%[0.00818 µM],COc1ccc2c(c1)C(c1ccccc1OC)CC(=O)O2 (stereo not drawn)
-5%,?,-11,-14%,C/[N+]([O-])=C1\Cc2ccccc2C1=O
.,.,-12,-8%,Cc1ccc(/C=N/NC(=O)c2cccc(S(=O)(=O)Nc3ccccc3Cl)c2)o1
36%[activator][0.0915 µM],.,.,-2%[0.00818 µM],Nc1nc(NCC2CCC(CNS(=O)(=O)c3cccc4ccccc34)CC2)nc2ccccc12 (stereo not drawn)
-2%,-11,5,-8%,O=C(c1ccco1)N1CCN(C(c2ccc(Cl)cc2)c2nnnn2CC2CCCO2)CC1 (stereo not drawn)
.,2,-9,0%,Cc1ccc(N2CC(C(=O)Nc3ccccc3C(=O)NC3CCCCC3)CC2=O)cc1 (stereo not drawn)
.,0,4,1%,O=C1c2cccc3cccc(c23)C(=O)N1CC1CCN(S(=O)(=O)c2ccc(F)cc2)CC1
.,.,-17,-2%,CN(C)S(=O)(=O)c1ccc(Cl)c(NC(=O)COC(=O)/C=C/c2ccc(S(=O)(=O)N3CCOCC3)cc2)c1
-2%[11.4 µM],.,.,2%[11.4 µM],C[C@@]12CC[C@H]3[C@H](CC=C4C[C@@H](O)CC[C@@]43C)[C@@H]1CC[C@@H]2N(CCO)CCO
28%,9,21,5%,Cc1ccc(SCc2nc3ccccc3n2CC(=O)Nc2ccc(Cl)cc2)cc1
-2%,?,-23,-5%,CCOc1ncccc1C(=O)OCc1nnc(-c2ccccc2)o1
.,.,20,1%,COCCNc1c([N+](=O)[O-])c(=O)n(-c2ccccc2)c2ccccc12
.,.,-15,-4%,NC(=S)Cc1nc(-c2ccccc2)cs1
.,.,-4,-15%,N#CCCn1nc(-c2ccc(Br)cc2)cc1Nc1ccccc1NC(=O)C(F)(F)F
.,.,2,-13%,CC(C)(C)NC(=S)NCc1ccco1
5%[11.4 µM],1[1.84 µM],12,1%,CCOc1cc(C=C(C(=O)OC)C(=O)OC)ccc1OCc1ccc([N+](=O)[O-])cc1
-4%[11.4 µM],5,.,?,O=C(O)CC[C@@H](C(=O)O)N1C(=O)c2ccccc2C1=O
-4%,6,?,-4%,O=C(OCc1cc2ccccc2[nH]c1=O)C1CCCCC1
-11%,18,1,3%,O=C(c1ccco1)N(Cc1ccc([N+](=O)[O-])cc1)c1ccc(Cl)cc1
-13%,-6,11,-2%,Cc1cccc(OCC(=O)Nc2cccc(-c3nnc(-c4ccccc4)o3)c2)c1C
-3%,11,19,0%,O=C(CCC1CCCC1)Nc1ccc(Br)cn1
.,.,17,5%,CCOc1ccc(C(=O)NCC(=O)OCc2c(F)cccc2Cl)cc1

# Next part, overlapping the part above by 3 compounds.
ALOX15B inhib,IMPase inh,PNC inhibitor,12-hLO inh,molecule
-13%,-6,11,-2%,Cc1cccc(OCC(=O)Nc2cccc(-c3nnc(-c4ccccc4)o3)c2)c1C
-3%,11,19,0%,O=C(CCC1CCCC1)Nc1ccc(Br)cn1
.,.,17,5%,CCOc1ccc(C(=O)NCC(=O)OCc2c(F)cccc2Cl)cc1
-1%,0,2,0%,O=C(O)c1ccc(CSCc2ccco2)cc1
39%[activator],1,?,1%,CN1CCN(c2ccccc2NC(=O)c2ccc(-c3ccc(Cl)cc3Cl)o2)CC1
9%,2,-11,-3%,Cc1ccc(CN2CCN(CC(=O)NCc3ccc(Cl)cc3)C2=O)cc1
-9%,14,21,1%,Cc1ccsc1C=Nc1c(C)n(C)n(-c2ccccc2)c1=O
-4%,3,?,7%,CC1CCCC(NC(=O)COC(=O)CCC2CCCC2)C1C (stereo not drawn)

# Looked up one by one from the entries so far:
ALOX15B inhib,IMPase inh,PNC inhibitor,12-hLO inh,molecule
.,6,-8,1%,c1ccc2oc(Cc3ccc(Cc4nc5ccccc5o4)cc3)nc2c1
.,.,?,6%,CSc1sccc1/C=N/NC(=O)c1ccncc1
.,.,9,-3%,O=C(COc1cccc2ccccc12)NNC(=O)CSCCO
28%,9,21,5%,Cc1ccc(SCc2nc3ccccc3n2CC(=O)Nc2ccc(Cl)cc2)cc1
6%[11.4 µM],0[1.84 µM],?,-4%,O=C(CSc1ccc(-c2nc3ccccc3[nH]2)cn1)Nc1ccc2c(c1)OCCO2

# As a working copy, some entries already given.
ALOX15B inhib,IMPase inh,PNC inhibitor,12-hLO inh,molecule
-4%,6,?,-4%,O=C(OCc1cc2ccccc2[nH]c1=O)C1CCCCC1
-11%,18,1,3%,O=C(c1ccco1)N(Cc1ccc([N+](=O)[O-])cc1)c1ccc(Cl)cc1
-13%,-6,11,-2%,Cc1cccc(OCC(=O)Nc2cccc(-c3nnc(-c4ccccc4)o3)c2)c1C
-3%,11,19,0%,O=C(CCC1CCCC1)Nc1ccc(Br)cn1
.,.,17,5%,CCOc1ccc(C(=O)NCC(=O)OCc2c(F)cccc2Cl)cc1

# Screening data (PubChem BioAssay)
